Source: PubChem BioAssay
BAP1 block: inhibitors of human BAP1 deubiquitinase. 72,000 compounds, 0.48% hits. activity remaining (% of control), % at 20 µM. Q92560. recombinant BAP1, Ub-AMC hydrolysis fluorescence kinetic; active compounds read low;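 active means activity remaining at or below 50% of control, provided the compound also passes the data quality filters; inactive means the rest, including low values that fail the filters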;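 further: 100% = DMSO wells rate and 0% = substrate alone blank rate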
Target sequence (Q92560 whole entry, looked up): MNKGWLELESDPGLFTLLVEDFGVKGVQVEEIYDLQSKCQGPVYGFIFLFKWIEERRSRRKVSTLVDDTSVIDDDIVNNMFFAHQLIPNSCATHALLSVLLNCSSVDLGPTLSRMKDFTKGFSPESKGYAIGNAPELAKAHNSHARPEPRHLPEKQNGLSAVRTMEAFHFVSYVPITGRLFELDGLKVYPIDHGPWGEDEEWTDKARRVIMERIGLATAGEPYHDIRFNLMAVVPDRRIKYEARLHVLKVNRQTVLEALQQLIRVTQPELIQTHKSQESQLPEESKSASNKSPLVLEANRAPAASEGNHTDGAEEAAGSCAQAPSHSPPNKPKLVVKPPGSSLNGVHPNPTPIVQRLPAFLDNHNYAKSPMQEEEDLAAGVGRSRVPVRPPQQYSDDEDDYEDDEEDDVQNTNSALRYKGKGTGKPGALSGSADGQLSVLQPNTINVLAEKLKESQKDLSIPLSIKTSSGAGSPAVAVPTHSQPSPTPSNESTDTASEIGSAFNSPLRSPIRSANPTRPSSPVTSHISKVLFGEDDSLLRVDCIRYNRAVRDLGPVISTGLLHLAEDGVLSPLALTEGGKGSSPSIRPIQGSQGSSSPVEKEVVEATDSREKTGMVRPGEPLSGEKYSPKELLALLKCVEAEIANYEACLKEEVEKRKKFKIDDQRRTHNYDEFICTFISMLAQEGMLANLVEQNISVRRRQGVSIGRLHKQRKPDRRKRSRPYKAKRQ
HePTP inhibitor: inhibitors of human HePTP phosphatase; P35236; recombinant HePTP phosphatase activity, OD absorbance; inhibition, % at 20 µM; 110,000 compounds, 0.64% hits; in the data active means inhibition above about 50%;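 further: plate controls were vehicle for no effect and reference inhibitor for full effect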
Target sequence (P35236 whole entry, looked up): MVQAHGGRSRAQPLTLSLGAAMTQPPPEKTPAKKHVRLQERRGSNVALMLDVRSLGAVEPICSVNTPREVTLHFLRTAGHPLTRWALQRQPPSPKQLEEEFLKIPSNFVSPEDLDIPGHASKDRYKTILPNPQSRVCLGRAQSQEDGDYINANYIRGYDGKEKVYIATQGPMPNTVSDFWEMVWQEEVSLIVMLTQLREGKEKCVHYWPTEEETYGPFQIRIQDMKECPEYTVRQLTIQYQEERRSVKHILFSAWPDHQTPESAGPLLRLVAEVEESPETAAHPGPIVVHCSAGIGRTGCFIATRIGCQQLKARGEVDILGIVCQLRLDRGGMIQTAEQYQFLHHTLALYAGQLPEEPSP
The depositor's hits bear a star; nt = not tested or not shown.

BAP1 block	HePTP inhibitor	SMILES
nt	1	O=C(Nc1nc(-c2ccccc2)cs1)C1CCCN(S(=O)(=O)c2ccccc2)C1 (centres undefined)
nt	-16	Cc1ccc(N2C(=O)NC(=O)/C(=C/c3cc(C)n(-c4ccccc4)c3C)C2=O)cc1
nt	2	Cc1cc(/C=C2\C(=O)NC(=S)N(c3ccc(Cl)cc3)C2=O)c(C)n1C
94	nt	O=C(O)c1ccc(Cl)c(NC(=O)C2CCCN2S(=O)(=O)c2cccc3nsnc23)c1 (centres undefined)
85	-7	O=S(=O)(Nc1ccc2nc(-c3ccco3)[nH]c2c1)c1ccccc1
nt	2	Cc1ccc2oc(C(F)(F)C(F)F)cc(=O)c2c1
97	6	CC(C)C(=O)N(Cc1cc2ccccc2[nH]c1=O)C(C)(C)C
99	8	Cc1csc(NC(=O)CSc2ncnc3c2cnn3-c2ccccc2Cl)n1
nt	-13	CCSC1=C(C#N)C(c2ccccc2C)CC(=O)N1 (centres undefined)
nt	9	CCOC(=O)C1=C(C)N=c2s/c(=C\c3ccc([N+](=O)[O-])o3)c(=O)n2C1c1ccc(OCC)cc1 (centres undefined)
nt	-2	Cc1cccc(C)c1NC(=O)C(c1cccs1)N(Cc1ccco1)C(=O)Cn1nnc2ccccc21 (centres undefined)
nt	4	Cc1nc2ccc(NC(=O)N3CCSCC3)cc2nc1C
88	2	O=C(CN1C(=O)C2CC=C(Cl)CC2C1=O)NCc1ccccc1 (centres undefined)
100	nt	Cc1cc(Nc2ccccc2)n(C(=O)c2ccc(N)cc2)n1
nt	-2	C/C(=N/NC(=O)CNc1ccccc1C)c1ccc(Br)cc1
83	-6	CN1C(=O)C2(C(C#N)=C(N)Oc3c2oc(CO)cc3=O)c2ccccc21 (centres undefined)
127	nt	CCCOc1ccccc1C1NC(=O)NC(C)=C1C(=O)OCc1ccccc1 (centres undefined)
nt	-1	Cc1ccc(OCC(=O)Nc2cccc(C#N)c2)c(C)c1
106	1	COCCNC(=O)c1ccccc1-c1ccccc1C(=O)O
100	2	COc1ccc(CNC(=O)Nc2ccc(OC)cc2)cc1
nt	9	CCOc1cc(OCC)cc(C(=O)Nc2ccc(NC(=O)c3ccco3)c(OC)c2)c1
nt	8	CC(C)N(Cc1c(O)ccc2c(=O)c(-c3ccccc3)coc12)C(C)C
nt	-12	O=C(Nc1ccc(Nc2ccccc2)cc1)c1cccc([N+](=O)[O-])c1
85	3	Cc1onc(-c2ccccc2)c1C(=O)N1CCCc2ccccc21
104	3	CCN(CC)S(=O)(=O)N1CCC(C(=O)NC2CCCC2)CC1
nt	6	O=C(COc1ccc(Br)cc1)Nc1ccccc1-c1ccccc1
71	7	CC(C)N1CCc2c(sc(NC(=O)c3ccc(S(=O)(=O)N4CCOCC4)cc3)c2C(N)=O)C1
128	nt	COc1cccc(CN2CCN(Cc3ccc([N+](=O)[O-])cc3)CC2)c1
nt	-18	COc1ccc(N(CC(=O)N/N=C/c2ccco2)S(=O)(=O)c2ccccc2)cc1
100	0	CCC(Sc1nccn1C)C(=O)Nc1cccc2ccccc12 (centres undefined)
nt	-9	O=C(Oc1cc(-c2ccccc2)c2oc(=O)sc2c1)c1ccccc1
96	-5	Cc1cc(Nc2ccc(C(C)C)cc2)n2ncnc2n1
101	-6	COc1ccc(C(O)C(CC(=O)NCCCOC(C)C)C(=O)NCCCOC(C)C)cc1OC (centres undefined)
nt	7	C=CCN1C(=O)/C(=C2/C=Cc3cc(C)ccc3N2CC)SC1=S
nt	1	COc1cc2c(C(=O)O)c(C)n(C)c2c2ccccc12
104	-3	COCCN1C(=O)c2oc3ccccc3c(=O)c2C1c1cccc(O)c1 (centres undefined)
116	-3	CCN1CCC2(CC1)C(C#N)=C(N)Oc1c2sc2nc(C)cc(C)c12
103	1	CCCc1[nH]nc2c1C(/C(C)=C/c1ccccc1)C(C#N)=C(N)O2 (centres undefined)
77	2	CC(=O)N1C(=O)C(=C2C=C(C)OC(C)=C2)c2ccccc21
118	6	CCCn1c(=C(C#N)C#N)s/c(=C2\C=Cc3ccccc3N2CC)c1=O
nt	8	Cc1ccccc1-c1nc(Cc2ccccc2Cl)no1
nt	13	COc1cccc(/C=C2\SC(=S)N(CC(=O)NNC(=O)c3ccccc3OC)C2=O)c1
nt	9	CN1CCN(CCCNC(=O)c2ccc3c(c2)N(Cc2ccccc2)CCS3)CC1
105	6	O=C(Cn1c(C(=O)NCCCN2CCOCC2)cc2sccc21)c1ccccc1
nt	-14	CCOC(=O)c1c(NC(=O)CCN2C(=O)c3cccc([N+](=O)[O-])c3C2=O)sc2c1CCCC2
nt	4	COc1ccc(/C=C2\C(=O)NC(=O)N(c3ccc(Cl)cc3)C2=O)cc1C
91	-8	CC(=NCCc1ccccc1)C1=C(O)COC1=O
nt	-23	Cc1cc(C)cc(NCc2ccncc2)c1
106	-1	CCn1c(CNc2ccccc2Cl)nnc1SCC(=O)OC1CCCCC1
115	8	CCOC(=O)CSC1=C(C#N)C(c2ccccc2)C(C(C)=O)=C(C)N1 (centres undefined)
nt	8	COc1ccc(/C(C)=N\OCc2nc3c4c5c(sc4ncn3n2)C(C)(C)NC(C)(C)C5)cc1OC
108	8	O=C(Cn1cnc2c(cnn2-c2ccccc2)c1=O)OCc1ccccc1
nt	9	Cc1nc(SCC(=O)Nc2ccccc2C(F)(F)F)c2c(=O)n(C)c(=O)n(C)c2n1
nt	13	COc1ccc(NC(=O)c2cc(-c3ccc(OC)cc3OC)nc3ccccc23)c(OC)c1
nt	2	O=C(NCc1ccccc1Cl)c1cccc(Br)c1
101	9	O=C(NCc1cccnc1)C1c2ccccc2C(=O)N1C1CCCCCC1 (centres undefined)
nt	3	CCOc1ccc(Nc2nc(-c3c(C)nc4cc(C)ccn34)cs2)cc1
65	6	N/C(=N\c1nc2ccccc2o1)NC(=O)C(Cc1ccccc1)N1C(=O)c2ccccc2C1=O (centres undefined)
103	3	COCCCN1C(=O)c2ccc(C(=O)Nc3ccc(OC)cc3OC)cc2C1=O
nt	-2	O=C(COc1ccc(Cl)cc1Br)NNC(=O)c1ccc(-c2ccccc2)cc1

Two entries drawn at random from those above:
BAP1 block	HePTP inhibitor	SMILES
103	3	COCCCN1C(=O)c2ccc(C(=O)Nc3ccc(OC)cc3OC)cc2C1=O
104	-3	COCCN1C(=O)c2oc3ccccc3c(=O)c2C1c1cccc(O)c1 (centres undefined)

Further records.
BAP1 block	HePTP inhibitor	SMILES
89	nt	Cc1cc(-c2ccccc2)n(-c2cc(N3CCCCC3)ncn2)n1
91	2	O=C(C1CCCN(Cc2cccs2)C1)N1CCCCCC1 (centres undefined)
132	5	C=CCN=C(NC#N)SCCc1ccccc1
nt	4	O=C(O)CN(c1ccccc1[N+](=O)[O-])S(=O)(=O)c1ccccc1
nt	-1	Oc1ccccc1C(=S)N1CCOCC1
nt	-2	NC1=NC(=O)/C(=C\c2ccc(S(=O)(=O)O)cc2)S1
114	6	O=C(c1ccccc1)c1cc2ccccc2o1
nt	8	CC1=C(C(=O)OC2CCCCC2)C(c2cccc(Cl)c2)C2=C(CCCC2=O)N1 (centres undefined)
107	17	COc1ccccc1CN1CC(C(=O)NCc2cccnc2)CC1=O (centres undefined)
nt	5	CCC/C(O)=C1\C(=O)CC(C)(C)CC1=Nc1ccccc1C
nt	-10	COc1cc(-c2ccc(NC(=O)c3cccnc3)c(OC)c2)ccc1NC(=O)c1cccnc1
100	-11	O=C(NCc1ccc(F)cc1)C1CCC(=O)N1CCc1ccccc1 (centres undefined)
94	3	Cc1cccc(OCCCCCn2ccnc2)c1
nt	10	Cc1nc(NCC2CCCO2)c2oc3ccccc3c2n1 (centres undefined)
nt	8	O=C1C2C(C(=O)N1/N=C/C=C/c1ccccc1)C1C=CC2C12CC2 (centres undefined)
97	-3	Cn1c(=O)c2c(nc(CN3CCC(C(N)=O)CC3)n2Cc2ccccc2Cl)n(C)c1=O
nt	-8	CCOC(=O)C1C(=O)NC(SC)=C(C#N)C1c1ccccc1F (centres undefined)
91	3	CCOc1ccc2nc(NC(=O)CSC3=NCCS3)sc2c1
112	-6	Cc1cc(C)n(CC2CC(=O)N(c3ccc(C)c(Cl)c3)C2=O)n1 (centres undefined)
109	2	Cc1ccc(S(=O)(=O)N[C@H](C(=O)N2CCC(C(=O)N3CCC[C@H]3C(=O)O)CC2)C(C)C)cc1
100	5	CC(C)(C)S(=O)(=O)c1ccccc1C(=O)O
119	12	COc1ccccc1NC(=O)C(C)N1CCN(C/C=C/c2ccccc2)CC1 (centres undefined)
93	6	Cc1nc2ccccc2c2oc(C(=O)N3CCN(C4CCCCC4)CC3)cc12
94	0	COc1cccc2cc(C(C)N(CCCN3CCOCC3)C(=O)Nc3ccccc3)oc12 (centres undefined)
nt	-6	O=C(NCCCNc1ccc([N+](=O)[O-])cc1)c1ccc(Cl)cc1
68	6	CN(C)/C=C1\C=C(c2ccccc2)OC1=O
nt	2	CCOc1ccc(OCC)c(NC(=O)C2COc3ccccc3O2)c1 (centres undefined)
nt	6	COc1ccccc1/C=N\N1CCN(c2ccccc2)CC1
nt	-2	CCOC(=O)C1CCN(C(=O)c2ccccc2[N+](=O)[O-])CC1
nt	7	O=C(O)CC(C(=O)O)P(=O)(c1ccccc1)c1ccccc1 (centres undefined)

Next section; the last four above are carried over.
BAP1 block	HePTP inhibitor	SMILES
nt	2	CCOc1ccc(OCC)c(NC(=O)C2COc3ccccc3O2)c1 (centres undefined)
nt	6	COc1ccccc1/C=N\N1CCN(c2ccccc2)CC1
nt	-2	CCOC(=O)C1CCN(C(=O)c2ccccc2[N+](=O)[O-])CC1
nt	7	O=C(O)CC(C(=O)O)P(=O)(c1ccccc1)c1ccccc1 (centres undefined)
81	1	Cc1ccc(Cl)cc1N1CCN(Cc2nc3c(c(=O)[nH]c(=O)n3C)n2Cc2ccccc2F)CC1
nt	1	Cc1ccc(/C=C2\SC(=S)N(CC(=O)O)C2=O)o1
69	1	Cc1cc(N2C(=O)C(=O)/C(=C(/O)c3ccc(Cl)cc3)C2c2cccc(Br)c2)no1 (centres undefined)
120	nt	CCOC(=O)C1=C(C)NC(=S)NC1c1ccc(SC)cc1 (centres undefined)
107	4	COc1ccc(S(=O)(=O)CCC(=O)Nc2c(C)n(C)n(-c3ccccc3)c2=O)cc1
88	nt	CC(=O)c1ccc(N2CCCCC2)c(F)c1
nt	-2	O=C1c2cccc3cccc(c23)C(=O)N1CCN1CCN(S(=O)(=O)c2ccc(F)cc2)CC1
101	-7	CCC(c1nnc(SCc2nc3ccccc3s2)n1Cc1ccccc1)N(C)C (centres undefined)
80	-12	COc1ccc(CCNC(=O)C2CCN(Cc3nc(-c4ccccc4C)oc3C)CC2)cc1OC
nt	-2	NS(=O)(=O)c1ccc(CNC2CC(=O)N(c3cccc(Br)c3)C2=O)cc1 (centres undefined)
91	12	CC1CCc2nc(NC(=O)CN3CCN(c4ccccc4)CC3)sc2C1 (centres undefined)
nt	3	O=C(/C=C(\O)c1cccc([N+](=O)[O-])c1)C(F)(F)F
100	1	O=C(CN(Cc1ccco1)C(=O)Cn1nnc(-c2ccc(F)cc2)n1)NC1CCCC1
nt	-5	COc1ccc(N2C(=O)CC(SC(=N)N3N=C(c4ccc(C)cc4)CC3c3ccc(Br)cc3)C2=O)cc1 (centres undefined)
nt	-2	COc1cc(C2C(C(=O)OCc3ccccc3)=C(C)NC3=C2C(=O)CCC3)cc(Cl)c1O (centres undefined)
100	-5	CCOC(=O)C1CCCN(C/C(O)=C(\C#N)c2nc(-c3ccccc3)cs2)C1 (centres undefined)
92	nt	CC1(C)CC(N=Cc2ccccc2O)CC(C)(C)N1
88	10	CCOC(=O)Cc1nnc2c(Nc3ccc(C)cc3)nc3nonc3n12
104	7	COc1cc(-c2nnc(-c3cccnc3)o2)cc(OC)c1OC
nt	-9	Cc1ccc(-n2nc3cc(C)c(NC(=O)C(C)C)cc3n2)cc1
nt	2	Cc1ccc[n+](CC(=O)c2cc3ccccc3oc2=O)c1
96	5	CCOc1cc(NS(C)(=O)=O)c(OCC)cc1NC(=O)c1cccs1
83	-2	O=C(Cc1ccccc1)Nc1ccccc1CO
118	3	O=C(Cn1c(CN2CCCCC2)nc2ccccc2c1=O)NCc1ccco1
nt	-3	CC(=O)N/C(C)=C1\C(=O)CC2C1C2(C)C (centres undefined)
nt	5	O=c1[nH]c(Cn2nnc(-c3ccccc3)n2)nc2scc(-c3ccccc3)c12
nt	3	CCN(CC)c1ccc(NC(=O)C(C)(C)C)cc1
108	4	CCCCCCNC(=O)Cc1nc2nc(C)cc(C)n2n1
104	-6	Cn1c(=O)n(C)c2cc(NS(C)(=O)=O)ccc21
nt	-8	CC(NC(=O)C(=O)NCC1CCCO1)c1ccccc1 (centres undefined)

Given with each value named: part of the list above.
CCCCCCNC(=O)Cc1nc2nc(C)cc(C)n2n1
  BAP1 block: 108
  HePTP inhibitor: 4
O=C(C1CCCN(Cc2cccs2)C1)N1CCCCCC1 (centres undefined)
  BAP1 block: 91
  HePTP inhibitor: 2
O=C(Cc1ccccc1)Nc1ccccc1CO
  BAP1 block: 83
  HePTP inhibitor: -2
COc1cc2c(C(=O)O)c(C)n(C)c2c2ccccc12
  BAP1 block: nt
  HePTP inhibitor: 1

Other records:
BAP1 block	HePTP inhibitor	SMILES
nt	1	O=C(Nc1c(C(=O)N2CCCCC2)cnn1-c1ccccc1)c1ccccc1Cl
nt	1	Cn1c(=O)n(Cc2ccc(Cl)cc2)c2ccccc21
nt	3	COc1ccc(-c2cc(C(=O)OC(C)C)c3cc(Br)ccc3n2)cc1
107	13	CCn1c(CC(=O)Nc2ccc(C)cc2)nnc1SCC(=O)N1CCN(c2ccccc2)CC1
102	0	COCC(=O)N(C)c1nnc(-c2cnccn2)s1

This is a random part of the collection; about 0.83% have a hit in one of these screens.
